aDG glyco up = alpha-DG glycosylation activation | activation, % at 10 µM | AID 624168 | 0.22% of 360,000 active | Pro5-aDG cells, alpha-DG glycosylation AlphaScreen (IIH6); 0% Pro5, 100% B10-LARGE cell signal;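 active = activation of at least 8% versus controls, or a plate z-score of at least 8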;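 note: Pro5 are CHO cells carrying HIG-tagged alpha-DG that lacks glycosylation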
ABCB6 inh MLPCN = human ABCB6 transporter inhibition; 0.19% of 360,000 active; Q9NP58; K562-ABCB6 porphyrin accumulation, flow cytometry, 1 h; hits give low values; fluorescence ratio to DMSO, % at 10 µM;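 active = fluorescence ratio to DMSO below 75%, the collection mean minus 3 SD; inconclusive = too few cells collected in the well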;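 note: signal is porphyrin accumulated inside mitochondria; 100% equals median channel fluorescence of DMSO control wells; lower ratio means ABCB6 inhibition with less porphyrin fluorescence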
HTR2A ag = activates the mouse 5-HT2A serotonin receptor; P35363; CHO-K1 mHTR2A beta-arrestin complementation, luminescence; percent of 30 µM serotonin response; activation, % at 7.6 µM; 0.66% of 360,000 active;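 active = activation above a run cutoff, the mean activation of all tested compounds plus 3 SD, cut at about 14% in these data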;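 note: 0% = plate median of compound wells and 100% = 30 µM serotonin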
Target sequence (P35363 whole entry, looked up): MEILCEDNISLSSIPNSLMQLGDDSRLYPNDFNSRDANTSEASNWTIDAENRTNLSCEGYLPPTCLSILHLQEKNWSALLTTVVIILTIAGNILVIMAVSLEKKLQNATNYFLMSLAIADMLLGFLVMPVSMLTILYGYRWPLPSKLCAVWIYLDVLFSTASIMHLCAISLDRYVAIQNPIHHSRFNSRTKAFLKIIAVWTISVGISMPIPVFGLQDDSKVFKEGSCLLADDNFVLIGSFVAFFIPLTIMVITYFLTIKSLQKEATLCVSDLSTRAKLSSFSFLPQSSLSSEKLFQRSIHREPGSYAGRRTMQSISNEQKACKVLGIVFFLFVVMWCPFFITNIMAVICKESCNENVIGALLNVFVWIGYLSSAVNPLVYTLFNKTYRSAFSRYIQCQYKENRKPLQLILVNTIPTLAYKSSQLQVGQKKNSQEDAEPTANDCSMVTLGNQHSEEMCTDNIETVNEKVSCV
N-glyco inh = N-linked glycosylation inhibition. D54 ERlucT glycosylation luciferase reporter, 24 h; percent of 100 nM tunicamycin response. 0.23% of 360,000 active. reporter increase, % at 12.5 µM;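 active = mean luciferase reporter signal, scaled so untreated is 0 and the glycosylation-blocking control 100, at or above a set limit in every replicate; inconclusive = mean reaches the limit but not every replicate does; inactive = mean below the limit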;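 note: luciferase carries N-glycosylation sites so blocking glycosylation raises the light; 0% = median of neutral control wells and 100% = median of 100 nM tunicamycin wells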
Cardio protect = myocardial damage modulation in H9c2 cells; 0.63% of 360,000 active; H9c2 cardiomyocytes, H2O2 injury protection, ATPLite, 2 h; protection from H2O2 cell death, % at 20 µM; AID 588492;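 active = compounds giving at least 50% protection of heart cells from peroxide-induced death in the single-dose screen, raw or plate-pattern-corrected value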;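 note: 0% = DMSO wells with peroxide and 100% = DMSO wells without peroxide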
PDI inh = blocks human protein disulfide isomerase activity. P07237. PDI insulin aggregation turbidity, A650, 90 min. inhibition, % at 10 µM. 0.052% of 350,000 active. AID 588391;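 active = mean inhibition across replicates of 30% or more, whatever share of single replicates reach that level; inconclusive = mean inhibition below 30% while every single replicate reaches 30%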;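 note: absorbance from insulin aggregation driven by PDI reduction with DTT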
Target sequence (P07237 whole entry, looked up): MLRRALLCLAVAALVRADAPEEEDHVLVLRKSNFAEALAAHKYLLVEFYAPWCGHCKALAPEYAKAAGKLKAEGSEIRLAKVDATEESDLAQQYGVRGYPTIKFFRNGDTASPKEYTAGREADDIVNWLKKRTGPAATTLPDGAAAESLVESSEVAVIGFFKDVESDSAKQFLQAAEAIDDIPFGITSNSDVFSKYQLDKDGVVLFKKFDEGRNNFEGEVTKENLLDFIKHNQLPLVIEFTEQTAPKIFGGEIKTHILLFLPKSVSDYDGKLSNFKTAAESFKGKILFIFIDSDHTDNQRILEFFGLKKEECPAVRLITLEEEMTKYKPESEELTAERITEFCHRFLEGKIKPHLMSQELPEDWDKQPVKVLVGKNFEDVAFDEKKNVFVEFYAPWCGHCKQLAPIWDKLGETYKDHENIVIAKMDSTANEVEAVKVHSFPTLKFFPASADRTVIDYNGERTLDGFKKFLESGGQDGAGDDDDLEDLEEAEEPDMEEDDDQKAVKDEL
hiPSC survival = enhancers of human iPSC single-cell survival; 0.044% of 360,000 active; survival enhancement, % at 20 µM; hiPSC single-cell survival, ATPlite luminescence; 100% = ROCK inhibitor wells, 0% = DMSO; in the data active = survival enhancement above about 18%;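 note: cells exposed to compounds for 16 hours before the ATP read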
Vif imaging = blocks HIV Vif function | HEK293T cells, Vif self-association by quenched fluorescence, imaging, 24 h | inhibition, % at 7.49 µM | 0.35% of 340,000 active | AID 602346; in the data active = inhibition above about 50%, passing the limit was not always enough; inconclusive = no clear call, values can overlap the other calls; inactive = below about 31%; note: some results filed as inactive read as strong as hits
Granule exo inh = blocks lytic granule exocytosis | TALL-104 LAMP-1 surface exposure, flow cytometry; cells stimulated with thapsigargin and PMA | inhibition, % at 10 µM | 0.66% of 360,000 active | AID 651702;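 active = inhibition above about 55%, limit read from the data; inconclusive = no clear call, values can overlap the other calls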
CaV13 FRET inh = Primary screen for inhibitors of IQ motif and Ca2+-dependent inactivation inhibitor domain binding in CACNA1D, Förster resonance energy transfer in living cells, …; AID 743397; HEK cells, CFP/YFP FRET ICDI-IQ, plate reader, 10 min; percent FRET-ratio fall versus neutral wells; 0.098% of 340,000 active; inhibition, % at 12.3 µM;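 active = mean replicate inhibition of at least 30% and at least 1% of replicates passing that level; inconclusive = only one of the two criteria is met; inactive = neither criterion is met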;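 note: 0% = median of the neutral control wells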
An asterisk follows results filed as active; ? = inconclusive; . = no result given.

SMILES	aDG glyco up	ABCB6 inh MLPCN	HTR2A ag	N-glyco inh	Cardio protect	PDI inh	hiPSC survival	Vif imaging	Granule exo inh	CaV13 FRET inh
O=S(=O)(Nc1nccs1)c1ccc(NS(=O)(=O)c2c(F)cc(F)c(Cl)c2F)cc1	-0.1	100	-4	-1	1	-8	-1.8	10	-5	-5
COc1ccc(Br)cc1CN1CCN(C(=O)c2ccc(OC)c(OC)c2)CC1	0.1	87	-4	2	2	-9	5.4	-5	-1	-2
Cc1ccc(-c2nc(CN3CCCCC3)cc(CN3CCCCC3)c2O)cc1	-0.2	100	-1	-3	9	-6	-0.7	0	-1	-4
CCCCC[C@H](C)N1C[C@H](COCc2ccccc2)Oc2cc(N3CCC[C@@H]3CO)ccc2S1(=O)=O	0.1	98	-5	.	.	.	-0.6	.	-1	-9
Cc1cccc(-n2c(CNC(=O)Cc3ccccc3)n[nH]c2=S)c1	-0.4	97	3	1	-9	-4	0.9	-1	-1	-5
COc1ccccc1C1=CC(=O)CCC1	0.0	98	6	3	3	-4	3.0	24	47	-5
COc1cccc(C2=NN(C(=O)C3CC3)C(O)(C(F)(F)F)C2)c1 (centres undefined)	0.3	102	-1	0	-9	-10	-1.5	0	7	-5
O=C(CSc1ncnc2c1cnn2-c1ccccc1)NC1CCS(=O)(=O)C1 (centres undefined)	0.0	103	4	-2	-4	-3	0.2	-3	-11	-3
Cc1nnc(SCCn2c(N3CCN(C)CC3)nc3c2c(=O)[nH]c(=O)n3C)s1	0.0	101	1	3	4	-2	-2.1	?	-5	-3
CCCSC1=N/C(=C\c2ccsc2)C(=O)S1	0.9	101	1	4	10	-11	-2.5	-1	-4	-5
CC(=O)N1c2ccc(S(=O)(=O)N3CCCC(C(=O)N4CCCCC4)C3)cc2CC1C (centres undefined)	0.3	103	9	1	-14	4	0.7	7	13	-10
CCOC(=O)c1cc2c(C)n(-c3ccc(OCC)cc3)c(C)c2ccc1=O	0.5	99	0	-3	-5	4	-1.7	-9	5	-5
O=C(NCc1cccnc1)C(=O)NCC1OCCCN1S(=O)(=O)c1cc(F)ccc1F (centres undefined)	0.0	98	1	-2	4	9	4.4	6	-9	-12
Cc1c(C(=O)OCC(=O)Nc2c(C)n(C)n(-c3ccccc3)c2=O)cccc1[N+](=O)[O-]	0.2	103	-1	1	0	0	0.3	-2	1	-4
COc1ccc(N2C(=O)CC(Nc3ccc(C(=O)O)cc3)C2=O)cc1OC (centres undefined)	0.0	102	-1	0	4	-3	-0.7	1	-4	-4
COc1ccc(CN(C)C(=O)c2ccccc2OCc2c(C)noc2C)cc1OC	0.0	95	3	2	6	-4	0.4	-8	5	-4
Cc1ccc(O)c(CC(C)C)n1	0.0	90	-1	1	5	-3	-1.9	2	0	.
Cc1cccc(NC(=O)CSc2nnc(-c3ccco3)c(-c3ccco3)n2)c1	-0.3	104	4	0	1	-11	-0.4	8	0	-5
COc1ccc2cc(S(=O)(=O)NCCCN3CCOCC3)ccc2c1	0.3	96	-4	0	-12	2	2.3	-2	-3	-4
CCCc1c(NC(=O)Nc2ccc(F)cc2)cnn1-c1ccc(Cl)cc1	0.1	104	-6	-10	-9	-4	-0.4	-6	-2	-4
O=C(COC(=O)C1c2ccccc2Oc2ccccc21)Nc1ccc2c(c1)OCO2	0.2	97	-10	1	-4	0	1.6	5	-5	-7
CN(CC(=O)Nc1ccc(F)cc1)C(=O)COC(=O)Cc1c(F)cccc1Cl	-0.3	100	0	3	-4	2	0.6	.	2	-6
CCc1nc2ccc(C(=O)NCCOc3ccc(OC)cc3)cn2c1N(CCC(C)C)CCN(C)C	0.4	97	-5	3	-2	15	-1.9	20	14	-6
Clc1ccc(-c2nnc(-c3cccc4ccccc34)o2)cc1	-0.3	97	2	-1	-5	8	-1.4	4	-11	-14
CCCOc1ccc(C2NC(=O)NC(c3ccccc3)=C2C(C)=O)cc1OCC (centres undefined)	-0.1	92	0	-1	-4	-5	-1.1	3	-2	-8
CCCc1nc(SCC(=O)NC2CC2)c2c(C)c(C)sc2n1	0.0	81	-4	-4	5	-8	2.6	-2	-10	-4
O=C(/C=N/O)NCCCN1CCCCCC1	0.1	98	7	1	3	-5	0.2	14	0	.
N=c1c(C(=O)NCc2ccco2)cc2c(=O)n3ccccc3nc2n1CCc1ccccc1	1.8	113	1	19	24	2	-2.2	-4	19	2
COc1cc2c(cc1OC)CN(Cc1ccc(C)s1)CC2	0.4	107	4	-2	-8	3	6.0	-1	0	-6
COC(=O)c1ccc2c(c1)C(=O)/C(=C/c1ccc(C)cc1)O2	0.0	95	1	4	-3	6	-0.7	-6	-2	-3
CCCn1c(=O)c2ccccc2n2c(Sc3nnnn3-c3ccccc3)nnc12	0.3	94	1	0	2	-1	-5.2	16	2	-4
Cc1cc(C)c2nc(NC(=O)[C@@H](NC(=O)c3cccc(S(=O)(=O)N4CCOCC4)c3)C(C)C)sc2c1	0.5	98	2	0	-4	-8	-1.0	-4	-1	-4
CCOC(=O)c1cc(C(C)C)sc1NC(=O)COC(=O)CCS(=O)(=O)c1ccccc1	-0.3	98	3	1	-8	7	-2.0	0	1	-5
O=C(Nc1cccc(C(=O)O)c1)/C(=C\c1ccc2c(c1)OCO2)NC(=O)c1ccc(Br)cc1	0.0	99	7	1	-1	-14	0.2	13	21	-5
O=S(=O)(c1ccc(F)cc1)N1CCN(Cc2nnc(-c3ccccc3)o2)CC1	0.0	97	-1	1	-2	0	-0.2	-5	3	-2
Cn1cccc1Cc1nnc(SCC(=O)N2CCOCC2)n1CCc1ccccc1	-0.1	96	2	0	3	.	0.2	-1	1	0
CCc1ccccc1NC(=O)CCS(=O)(=O)c1ccc(OC)cc1	-0.1	96	2	2	6	-29	-0.2	-18	10	-19
CCN(CC(=O)Nc1cc(OC)ccc1OC)Cc1nc2ccccc2c(=O)[nH]1	-0.5	98	-3	0	1	2	-0.5	-6	-3	-1
CCCN(C(=O)c1c(-c2ccccc2)noc1C)c1c(N)n(Cc2ccccc2)c(=O)[nH]c1=O	0.2	92	7	0	-2	-19	-0.3	-2	7	-6
O=C(NCCCN1CCN(c2ccc(F)cc2)CC1)C1CCCN(c2ncnc3c2nc2n3CCCCC2)C1 (centres undefined)	0.1	101	-13	2	2	4	-0.4	-1	1	-7
CCOCCCNC(=S)Nc1cc(OCC)c(NC(=O)c2ccco2)cc1OCC	0.5	92	2	1	-2	6	0.0	-7	-2	0
CCOc1cc(-c2c(C)c(CC)nc(N)c2C#N)ccc1O	0.1	102	3	3	-7	8	0.5	6	0	-1
Cc1cccn2c(=O)c(C=C(C#N)C#N)c(N3CCN(c4ccccc4)CC3)nc12	-0.2	98	-1	4	6	7	-0.1	-11	-10	-18
COc1ccc(N2CSC3=C(C#N)C(c4cc(OC)c(OC)cc4OC)CC(=O)N3C2)c(OC)c1 (centres undefined)	0.0	102	0	7	-1	.	-3.1	.	7	-3
Cc1ccc(CNC(=O)COC(=O)c2ccc(S(=O)(=O)N3CCCCCC3)cc2)cc1	0.9	97	-1	3	-4	-7	0.6	-3	-2	-6
O=C(COC(=O)c1cc(=O)[nH]c2ccccc12)NC(=O)c1ccccc1	0.7	97	-8	0	13	4	-0.2	0	-5	-6
COc1ccc(-c2nn(-c3ccccc3)cc2/C=C/C(=O)N(C)CC(=O)Nc2cccc(F)c2)cc1OC	-0.2	100	-8	-2	10	8	-0.3	-11	0	-5
C=CCn1c(C(C)NC(=O)C(C)(C)C)nc2ccccc21 (centres undefined)	0.0	98	3	-2	-5	2	-0.4	19	-9	-9
O=C(COC(=O)c1cc([N+](=O)[O-])ccc1N1CCOCC1)NC1CCS(=O)(=O)C1 (centres undefined)	0.1	98	4	-1	-8	-9	-0.3	12	2	-7
CC(=O)Nc1ccc(N2C(=O)C3C4C=CC(CC4)C3C2=O)cc1 (centres undefined)	0.0	97	-2	0	-4	4	-0.4	1	8	-3
C/C(=N\NC(=O)c1cc(C)oc1C)c1ccc2ccccc2c1	0.1	100	-2	8	-1	3	1.1	-1	8	-3
Cc1ccc(CNCc2cc(Cl)ccc2O)cc1	-0.1	95	-8	2	-2	-3	2.1	0	11	-10
CCOC(=O)C1(C)CCCN(C(=O)c2cccc(C#N)c2)C1 (centres undefined)	0.5	98	0	2	7	-5	-3.6	-6	-3	-5
COc1ccc(CCN2CCCC(CN(C)C(=O)c3ccoc3)C2)cc1 (centres undefined)	-0.1	101	0	-2	0	10	-0.3	0	0	-3
O=C1OC(CO)CN1Cc1ccccc1 (centres undefined)	0.0	96	-6	1	2	1	1.9	-1	22	-3
Cn1c2c(c(=O)[nH]c1=O)C(c1ccc(O)cc1)C1=C(N2)c2ccccc2C1=O (centres undefined)	-0.3	96	-2	10	24	-2	0.8	4	-1	-5
O=C(CN1CCSCC1)N/N=C/c1ccc(F)cc1F	-0.2	96	-2	1	-2	-2	-0.3	4	-1	-7

Of the compounds above, nine have fluorine.
SMILES	aDG glyco up	ABCB6 inh MLPCN	HTR2A ag	N-glyco inh	Cardio protect	PDI inh	hiPSC survival	Vif imaging	Granule exo inh	CaV13 FRET inh
O=S(=O)(Nc1nccs1)c1ccc(NS(=O)(=O)c2c(F)cc(F)c(Cl)c2F)cc1	-0.1	100	-4	-1	1	-8	-1.8	10	-5	-5
COc1cccc(C2=NN(C(=O)C3CC3)C(O)(C(F)(F)F)C2)c1 (centres undefined)	0.3	102	-1	0	-9	-10	-1.5	0	7	-5
O=C(NCc1cccnc1)C(=O)NCC1OCCCN1S(=O)(=O)c1cc(F)ccc1F (centres undefined)	0.0	98	1	-2	4	9	4.4	6	-9	-12
CCCc1c(NC(=O)Nc2ccc(F)cc2)cnn1-c1ccc(Cl)cc1	0.1	104	-6	-10	-9	-4	-0.4	-6	-2	-4
CN(CC(=O)Nc1ccc(F)cc1)C(=O)COC(=O)Cc1c(F)cccc1Cl	-0.3	100	0	3	-4	2	0.6	.	2	-6
O=S(=O)(c1ccc(F)cc1)N1CCN(Cc2nnc(-c3ccccc3)o2)CC1	0.0	97	-1	1	-2	0	-0.2	-5	3	-2
O=C(NCCCN1CCN(c2ccc(F)cc2)CC1)C1CCCN(c2ncnc3c2nc2n3CCCCC2)C1 (centres undefined)	0.1	101	-13	2	2	4	-0.4	-1	1	-7
COc1ccc(-c2nn(-c3ccccc3)cc2/C=C/C(=O)N(C)CC(=O)Nc2cccc(F)c2)cc1OC	-0.2	100	-8	-2	10	8	-0.3	-11	0	-5
O=C(CN1CCSCC1)N/N=C/c1ccc(F)cc1F	-0.2	96	-2	1	-2	-2	-0.3	4	-1	-7

Ordered by the number under HTR2A ag (ascending): 3 from the list above
Compound,HTR2A ag
Cc1c(C(=O)OCC(=O)Nc2c(C)n(C)n(-c3ccccc3)c2=O)cccc1[N+](=O)[O-],-1
CN(CC(=O)Nc1ccc(F)cc1)C(=O)COC(=O)Cc1c(F)cccc1Cl,0
CCOc1cc(-c2c(C)c(CC)nc(N)c2C#N)ccc1O,3
